# USP17 block – inhibitors of human USP17 deubiquitinase. Ubiquitin carboxyl-terminal hydrolase 17-like protein 5 (Homo sapiens), A8MUK1. actives 6.5% (n = 47,000). AID 1645855, 2021. purified USP17, Ub-rhodamine cleavage fluorescence, 3 h. inhibition, % at 50 µM
# Target sequence (A8MUK1 whole entry, looked up): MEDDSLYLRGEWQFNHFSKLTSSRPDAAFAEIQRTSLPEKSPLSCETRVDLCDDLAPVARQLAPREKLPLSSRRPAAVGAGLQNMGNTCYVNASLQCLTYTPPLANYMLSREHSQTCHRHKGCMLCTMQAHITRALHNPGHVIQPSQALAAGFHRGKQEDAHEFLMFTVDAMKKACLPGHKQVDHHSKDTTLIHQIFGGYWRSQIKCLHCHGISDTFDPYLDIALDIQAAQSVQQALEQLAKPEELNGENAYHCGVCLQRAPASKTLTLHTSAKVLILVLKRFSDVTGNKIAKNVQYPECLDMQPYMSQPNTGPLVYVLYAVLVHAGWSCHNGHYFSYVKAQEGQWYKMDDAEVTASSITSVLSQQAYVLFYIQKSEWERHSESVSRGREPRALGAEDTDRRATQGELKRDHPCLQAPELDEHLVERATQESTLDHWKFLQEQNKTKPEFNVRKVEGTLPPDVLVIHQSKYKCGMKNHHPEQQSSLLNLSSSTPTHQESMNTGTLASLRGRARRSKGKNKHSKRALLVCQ
# UCHL1 block – inhibitors of human UCHL1 deubiquitinase. Ubiquitin carboxyl-terminal hydrolase isozyme L1 (Homo sapiens), P09936. purified UCHL1, Ub-rhodamine cleavage fluorescence. inhibition, % at 20 µM. actives 0.2% (n = 47,000). AID 1645859, 2021
# USP7 inh – inhibitors of human USP7 deubiquitinase | purified USP7, Ub-rhodamine cleavage fluorescence | AID 1645854, 2021 | inhibition, % at 20 µM | Ubiquitin carboxyl-terminal hydrolase 7 (Homo sapiens), Q93009 | actives 0.3% (n = 47,000)
# USP30 inh – inhibitors of human USP30 deubiquitinase | Ubiquitin carboxyl-terminal hydrolase 30 (Homo sapiens), Q70CQ3 | purified USP30, Ub-rhodamine cleavage fluorescence | inhibition, % at 25 µM | actives 5.3% (n = 47,000)
# USP8 block – inhibitors of human USP8 deubiquitinase. Ubiquitin carboxyl-terminal hydrolase 8 (Homo sapiens), P40818. purified USP8, Ub-rhodamine cleavage fluorescence, 30 min. inhibition, % at 20 µM. actives 4.2% (n = 47,000). AID 1645853, 2021
# USP10 block – inhibitors of human USP10 deubiquitinase | Ubiquitin carboxyl-terminal hydrolase 10 (Homo sapiens), Q14694 | purified USP10, Ub-rhodamine fluorescence, 60 min | inhibition, % at 20 µM | actives 1.1% (n = 47,000)
# OTUD3 block – inhibitors of human OTUD3 deubiquitinase. OTU domain-containing protein 3 (Homo sapiens), Q5T2D3. purified OTUD3, Ub-rhodamine fluorescence, 2 h. inhibition, % at 25 µM. actives 0.7% (n = 47,000). AID 1645858, 2021
# Target sequence (Q5T2D3 whole entry, looked up, the tested form may be a part): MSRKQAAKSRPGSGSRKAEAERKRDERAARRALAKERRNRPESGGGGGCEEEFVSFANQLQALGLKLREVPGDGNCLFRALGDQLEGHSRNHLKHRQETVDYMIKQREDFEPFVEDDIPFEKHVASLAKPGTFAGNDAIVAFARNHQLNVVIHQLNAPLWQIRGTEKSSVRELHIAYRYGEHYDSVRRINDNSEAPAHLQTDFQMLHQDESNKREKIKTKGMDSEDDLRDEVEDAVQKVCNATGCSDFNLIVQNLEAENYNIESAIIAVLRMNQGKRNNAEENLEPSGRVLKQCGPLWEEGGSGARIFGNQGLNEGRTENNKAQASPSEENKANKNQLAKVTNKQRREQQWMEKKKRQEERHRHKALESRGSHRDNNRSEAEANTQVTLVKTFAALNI
# USP28 inh – inhibitors of human USP28 deubiquitinase; Ubiquitin carboxyl-terminal hydrolase 28 (Homo sapiens), Q96RU2; purified USP28, Ub-rhodamine cleavage fluorescence, 30 min; inhibition, % at 25 µM; actives 3% (n = 47,000); AID 1645857, 2021
# Starred values were filed as active, the others as inactive; . = not tested or not shown. No stated cut-off is given here; in the data, active means inhibition above about 30%; inactive means the rest.
SMILES,USP17 block,UCHL1 block,USP7 inh,USP30 inh,USP8 block,USP10 block,OTUD3 block,USP28 inh
CC(C)(C)C(=O)N1CCCC(c2nn(CCOc3ccccc3)c3nccnc23)C1 (stereo not given),1,0,-6,4,2,-2,8,6
N#Cc1ccccc1NC(=O)COC(=O)Cc1c[nH]c2ccccc12,-11,-16,-12,-91,-12,-8,-12,-12
O=C(Cn1cnc2c(nnn2-c2ccc(Cl)cc2)c1=O)N1CCCC1,22,-5,-10,3,5,-9,-1,5
Cc1nn(-c2ccc(Cl)cc2)c(Cl)c1/C=C(\C#N)c1nc2ccccc2n1C,-31,-12,-29,-191,-37,-3,-44,-50
Cc1ccc(CNC(=O)C2CCCN(c3nnc4ccccn34)C2)cc1 (stereo not given),1,0,-1,-17,-2,-5,-7,-9
CCn1c(C(NC(=O)c2ccc(OC)c(OC)c2)c2ccccc2)nc2ccccc21 (stereo not given),0,6,7,-15,6,0,-1,1
CC(C)(C)n1ncc2c(=O)n(CC(=O)NC3CCCC3)cnc21,-12,-2,-3,-47,-10,-9,-3,-13
CCN(CC)c1ccc(NC(=O)Nc2ccc(OCc3ccccc3)cc2)cc1,8,0,1,4,28,4,-2,-7
CCc1ccc(NC(=O)Cn2c(C)nc3c(-c4ccncc4)nsc3c2=O)cc1,-5,-10,-9,-117,-13,-4,-16,-21
CC(=O)c1ccc(NC(=O)CSc2ncnc3c2sc2nc(C(C)C)c4c(c23)CC(C)(C)OC4)cc1,8,0,6,26,1,2,7,9
COc1ccccc1N1CCN(C(=O)c2cn3c(n2)CCCC3)CC1,3,-2,-1,-9,-1,0,-3,-15
O=C(C1CCN(c2nc3ccc(-c4cccnc4)nc3s2)CC1)N1CCOCC1,0,-1,3,-3,0,0,0,-3
Cc1cccc(NC(=O)C2Cc3ccccc3CN2C(=O)c2ccccc2)c1C (stereo not given),11,9,-8,-26,19,-6,-1,1
NC(=O)N[C@@H]1C[C@@H](Oc2ccccc2)[C@H](O)[C@H]1N1CCCC1,-5,0,0,-13,-3,-3,4,0
O=C(CSc1nnc2c3ccccc3nc(-c3ccc(F)cc3)n12)N1CCOCC1,-4,0,1,13,7,4,7,6
CCOC(=O)CNc1nc(N2CCCCC2)nc(N2CCCCC2)n1,-7,1,-107,6,2,4,0,-12
Cc1nc(C2(NC(=O)Nc3ccc(Cl)cc3)CCCC2)no1,-16,-1,-12,-9,-9,0,0,-4
CC(=O)N1[C@@H]2CN(S(=O)(=O)c3cccnc3)[C@@H]3CCC[C@H]1[C@]3(C)C2,-6,-2,-1,-3,-1,-1,-2,-12
N#C/C(=C\c1cccc(Oc2ncccn2)c1)c1ccc2c(c1)OCO2,30*,3,-4,.,3,1,12,.
COc1cccc(NC(=O)c2cnc3c(c2)c(=O)n(C)c(=O)n3-c2ccccc2)c1,6,5,4,24,2,-4,-3,0
COc1ccc(C(=O)N2CCCCC2c2ccn3nc(C)cc3n2)cn1 (stereo not given),-1,-1,0,.,-1,-2,-4,.
O=C(C1CC1)N1CCCCCC1C1CCN(Cc2nc(C3CC3)no2)CC1 (stereo not given),12,4,3,4,25,-2,10,2
c1ccc(-c2n[nH]c(C3CCCN3C3CCOCC3)n2)cc1 (stereo not given),-7,-1,1,-33,-3,-3,-6,-9
COc1ccc(CC(=O)Nc2nc(-c3ccc(OC)c(OC)c3)ns2)cc1,0,7,12,.,6,6,-1,.
N#Cc1ccc(C(=O)N(Cc2ccccc2)c2ccccn2)cc1,9,2,0,24,0,1,6,4
C[C@@H](C(=O)NCCc1ccccc1F)N1C(=O)N2CCc3c([nH]c4ccccc34)[C@@]2(C)C1=O,6,2,3,15,2,1,1,9
COc1cc(CN2CCN(Cc3c[nH]c4ccccc34)CC2)cc(OC)c1OC,-32,-8,-1,-26,-88,-9,-15,-33
O=C(c1cccc2c1OCCO2)N1CCOCC1c1ccn[nH]1 (stereo not given),11,-1,2,33*,-1,1,20,14
CCC1NC(=O)C(NC(=O)c2ncccc2O)C(C)OC(=O)C(c2ccccc2)NC(=O)C2CC(=O)CCN2C(=O)C(Cc2ccccc2)N(C)C(=O)C2CCCN2C1=O (stereo not given),-42,1,-2,-1,-3,-3,13,2
O=C(Cn1c(C(F)(F)F)nc2cc3c(cc21)OCCO3)NC1CCCC1,35*,0,-2,3,0,0,-6,-6
COc1ccc(C2(c3nnc(C4CC4)o3)CCOCC2)cc1,-8,0,0,-1,1,0,-1,-13
Cc1cccc(N(C(=O)Cn2nnc(-c3ccccc3F)n2)C(C(=O)NC2CCCC2)c2ccncc2)c1 (stereo not given),0,-1,3,2,2,5,-3,-9
Cc1ccc(-c2cc(C(=O)Nc3nnc(C)s3)[nH]n2)c(O)c1,30,0,-5,-38,0,4,0,3
COc1ccc(C)cc1NC(=O)CNC(C)C(=O)Nc1ccc(C(C)=O)cc1 (stereo not given),-15,-5,0,-8,0,-4,-10,-4
O=C(CC1C(=O)Nc2ncnn21)Nc1ccc(Cl)cc1 (stereo not given),3,4,4,3,-4,-1,-3,0
O=c1cc(-c2ccccc2)nc2n1CCN2CCCN1CCOCC1,-17,-7,-4,-56,-8,-8,-17,-26
CCOC(=O)CSc1nnc(Cc2cc(=O)[nH]c(=O)[nH]2)n1-c1cccc(C)c1,1,-3,3,13,0,2,2,0
O=C(CSc1nnc(/C=C/c2ccccc2)o1)c1ccc(F)cc1,-47,2,8,8,-57,-2,6,1
Cc1ccc2c(=O)c(C(=O)N3CCOCC3)cn(CC(=O)NC3CCCCC3)c2n1,20,3,2,14,27,-1,17,19
O=C(Cc1ccc(Cl)cc1)Nc1nonc1-c1ccccc1,-36,3,2,19,19,2,4,-2

# Shown with two lines to a compound: part of the list above
# Screens in order: USP17 block | UCHL1 block | USP7 inh | USP30 inh | USP8 block | USP10 block | OTUD3 block | USP28 inh
- C[C@@H](C(=O)NCCc1ccccc1F)N1C(=O)N2CCc3c([nH]c4ccccc34)[C@@]2(C)C1=O
  6 | 2 | 3 | 15 | 2 | 1 | 1 | 9
- COc1cc(CN2CCN(Cc3c[nH]c4ccccc34)CC2)cc(OC)c1OC
  -32 | -8 | -1 | -26 | -88 | -9 | -15 | -33
- O=C(c1cccc2c1OCCO2)N1CCOCC1c1ccn[nH]1 (stereo not given)
  11 | -1 | 2 | 33* | -1 | 1 | 20 | 14
- CCC1NC(=O)C(NC(=O)c2ncccc2O)C(C)OC(=O)C(c2ccccc2)NC(=O)C2CC(=O)CCN2C(=O)C(Cc2ccccc2)N(C)C(=O)C2CCCN2C1=O (stereo not given)
  -42 | 1 | -2 | -1 | -3 | -3 | 13 | 2
- O=C(Cn1c(C(F)(F)F)nc2cc3c(cc21)OCCO3)NC1CCCC1
  35* | 0 | -2 | 3 | 0 | 0 | -6 | -6
- COc1ccc(C2(c3nnc(C4CC4)o3)CCOCC2)cc1
  -8 | 0 | 0 | -1 | 1 | 0 | -1 | -13
- Cc1cccc(N(C(=O)Cn2nnc(-c3ccccc3F)n2)C(C(=O)NC2CCCC2)c2ccncc2)c1 (stereo not given)
  0 | -1 | 3 | 2 | 2 | 5 | -3 | -9
- Cc1ccc(-c2cc(C(=O)Nc3nnc(C)s3)[nH]n2)c(O)c1
  30 | 0 | -5 | -38 | 0 | 4 | 0 | 3
- COc1ccc(C)cc1NC(=O)CNC(C)C(=O)Nc1ccc(C(C)=O)cc1 (stereo not given)
  -15 | -5 | 0 | -8 | 0 | -4 | -10 | -4
- O=C(CC1C(=O)Nc2ncnn21)Nc1ccc(Cl)cc1 (stereo not given)
  3 | 4 | 4 | 3 | -4 | -1 | -3 | 0
- O=c1cc(-c2ccccc2)nc2n1CCN2CCCN1CCOCC1
  -17 | -7 | -4 | -56 | -8 | -8 | -17 | -26
- CCOC(=O)CSc1nnc(Cc2cc(=O)[nH]c(=O)[nH]2)n1-c1cccc(C)c1
  1 | -3 | 3 | 13 | 0 | 2 | 2 | 0
- O=C(CSc1nnc(/C=C/c2ccccc2)o1)c1ccc(F)cc1
  -47 | 2 | 8 | 8 | -57 | -2 | 6 | 1
- Cc1ccc2c(=O)c(C(=O)N3CCOCC3)cn(CC(=O)NC3CCCCC3)c2n1
  20 | 3 | 2 | 14 | 27 | -1 | 17 | 19
- O=C(Cc1ccc(Cl)cc1)Nc1nonc1-c1ccccc1
  -36 | 3 | 2 | 19 | 19 | 2 | 4 | -2

# Other results
SMILES,USP17 block,UCHL1 block,USP7 inh,USP30 inh,USP8 block,USP10 block,OTUD3 block,USP28 inh
Cc1nnc(C)c2c(C)n(-c3ccc(Br)cc3)c(C)c12,-7,-7,-1,-14,-8,-1,-8,-13
CNC(=O)c1cccc(C2CN(C(=O)CC3CCCC3)CCN2C)c1 (stereo not given),0,-4,-3,-11,-3,-1,-3,2
NC(=O)C1CCN(c2c(S(=O)(=O)c3ccc(Cl)cc3)cnc3ccc(F)cc23)CC1,0,-1,.,22,-8,0,17,-34
CC1=C(c2cccc(Cl)c2)S(=O)(=O)N=C1N1CCCN(C(=O)C2CCC2)CC1,-3,-1,-5,-7,-14,-2,-1,-5
CCN(CC)c1ccc2ccc(C(=O)N3CCCC3)cn12,-52,-10,-12,-105,-204,-8,-28,-34
COc1ccc(NC(=O)c2cc3cccnc3n(C)c2=O)c(OC)c1,-35,-8,-12,-123,-13,-12,-28,-20
COc1cccc(F)c1C(=O)N1CCN(c2ccc(CN3CCC(N(C)C)CC3)cn2)CC1,0,2,6,-10,14,0,10,-2
COc1cc2ccccc2cc1C(=O)Nc1ccccc1-c1nc2ccccc2[nH]1,0,8,11,1,10,6,3,10
COc1cc(NC(=O)c2noc3c2CCc2sccc2-3)cc(OC)c1,48*,0,12,8,4,10,4,44*
Cc1ccc(F)cc1S(=O)(=O)N1CCC2(CC1)CC2c1nc(-c2cccnc2)no1 (stereo not given),-12,4,5,-9,4,4,-13,-4
CN1C[C@@]23CN(C(=O)c4cnccn4)C[C@@H](C[C@@H]2S1(=O)=O)O3,11,3,2,32*,6,5,20,18
COc1ccccc1-c1cc2c(=O)n(Cc3nc(-c4cccc(F)c4)no3)ccn2n1,-27,0,1,10,1,-6,-5,-1
COc1cc(CN2CCc3nc(-c4cccnc4)[nH]c(=O)c3C2)ccc1O,-4,0,1,8,-6,1,0,-2
O=C(O)c1ccccc1CN1C(=O)C2CCCN2C(=O)c2ccccc21 (stereo not given),11,2,5,27,16,0,12,9
CCC(=O)Nc1cccnc1-c1ccc(C(=O)Nc2cccc(OC)c2)cc1,-8,0,0,0,-27,2,0,57*
O=C1COC2(CCN(Cc3nccs3)CC2)CN1Cc1ccccn1,-47,-5,-6,-84,-158,-6,-21,-41
O=C(c1ccco1)N(CCCn1ccnc1)c1nc2c(F)cccc2s1,.,1,-2,0,-20,-1,-5,-1
COc1ccc(C)cc1NS(=O)(=O)c1ccc2c(c1)C(C)(C)C(=O)N2C,4,0,-1,-20,-40,0,5,3
COc1cc(C#CCN2CCOCC2)c(OC)cc1C#CCN1CCOCC1,-1,0,3,7,-1,2,-2,7
CCOc1cccc(CNC(=O)c2cn3c(n2)CCCC3)c1,7,3,5,18,10,0,1,7

# The list goes on, starting with the last three of the part before.
SMILES,USP17 block,UCHL1 block,USP7 inh,USP30 inh,USP8 block,USP10 block,OTUD3 block,USP28 inh
COc1ccc(C)cc1NS(=O)(=O)c1ccc2c(c1)C(C)(C)C(=O)N2C,4,0,-1,-20,-40,0,5,3
COc1cc(C#CCN2CCOCC2)c(OC)cc1C#CCN1CCOCC1,-1,0,3,7,-1,2,-2,7
CCOc1cccc(CNC(=O)c2cn3c(n2)CCCC3)c1,7,3,5,18,10,0,1,7
CC(C)(C)NC(=O)c1cn2c3c(cccc3c1=O)CC2,1,1,0,5,4,1,8,3
COc1cccc(OCC(=O)NCc2cc(-c3ccc4c(c3)OCO4)on2)c1,-15,-7,-2,-120,0,-6,-17,-8
CC(C)N(Cc1cc(=O)[nH]c2ccccc12)C(=O)c1ccc(C(C)(C)C)cc1,6,0,-9,16,5,5,-3,34*
CCn1c(=O)[nH]c2cc(-c3nc(-c4ccccc4C)no3)ccc2c1=O,8,6,4,2,13,0,4,0
Cc1ccc(Cn2c(=O)c3c(nc4n3CCCN4c3cc(C)cc(C)c3)n(C)c2=O)cc1,-17,6,1,21,10,2,14,8
CCc1cccc(C)c1NC(=O)CSc1nnc(COc2ccccc2)n1CC,-3,-1,-11,1,0,1,0,1

# Screening data deposited in PubChem by Dana-Farber Cancer Institute and Novartis Institutes for BioMedical Research (Cambridge, Mass).
